Screening data as filed in PubChem.
TEAD-YAP block = TEAD-YAP interaction inhibition; inhibition, % at 9.12 µM; HEK-TIYL cells, TEAD-Gal4/YAP UAS-luciferase luminescence; AID 1259422; actives 1.4% (n = 640,000); in the data active = inhibition above about 32%;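 note: 0% = median of test compound wells and 100% = reference inhibitor wells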
MITF primary = blocks human microphthalmia-associated transcription factor; inhibition, % at 2.6 µM; AlphaScreen MITF homodimerization, bead proximity signal; actives 0.91% (n = 650,000); in the data active = inhibition above about 50%;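 note: 0% = vehicle wells with protein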
GPR151 ag = activates the human receptor GPR151 | actives 1% (n = 650,000) | activation, % at 11.2 µM | PathHunter beta-arrestin GPR151 cells, luminescence; in the data active = activation above about 4.9%;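 note: 0% = median of compound wells and 100% = cells with positive control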
FBW7 activator = activators of human E3 ligase FBW7 | AlphaScreen FBW7–phospho-cyclin E peptide binding, activator screen | actives 0.13% (n = 650,000) | AID 1259310 | normalized activity (activation), % at 26.1 µM; in the data active = normalized activity above about 1.9%;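 note: purified mutant Fbw7 with reduced substrate affinity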
Target sequence (Q969H0 whole entry, looked up): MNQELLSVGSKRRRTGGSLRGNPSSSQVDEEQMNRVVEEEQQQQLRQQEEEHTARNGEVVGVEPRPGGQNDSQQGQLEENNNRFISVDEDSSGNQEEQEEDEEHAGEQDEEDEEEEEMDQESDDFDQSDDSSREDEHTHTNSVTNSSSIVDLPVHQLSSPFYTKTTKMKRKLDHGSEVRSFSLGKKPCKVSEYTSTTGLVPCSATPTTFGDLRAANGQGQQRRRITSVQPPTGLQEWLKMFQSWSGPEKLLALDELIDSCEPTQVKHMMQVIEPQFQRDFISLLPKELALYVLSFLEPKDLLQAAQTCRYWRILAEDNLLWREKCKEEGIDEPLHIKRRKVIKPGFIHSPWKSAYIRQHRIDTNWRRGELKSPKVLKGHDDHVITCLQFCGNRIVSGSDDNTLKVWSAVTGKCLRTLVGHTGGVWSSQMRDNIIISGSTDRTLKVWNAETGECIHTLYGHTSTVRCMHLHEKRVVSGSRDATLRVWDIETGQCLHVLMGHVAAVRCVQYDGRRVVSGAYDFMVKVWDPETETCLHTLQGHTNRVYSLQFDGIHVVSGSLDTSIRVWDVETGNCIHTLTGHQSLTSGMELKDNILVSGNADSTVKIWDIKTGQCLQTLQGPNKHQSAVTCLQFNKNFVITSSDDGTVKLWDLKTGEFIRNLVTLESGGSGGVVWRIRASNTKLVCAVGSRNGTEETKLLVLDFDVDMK
* hit, by the source's call. Random draw from the library. About 3.4% of those tested had a hit in this group.

For O=C1CC2(CCN(C(=O)/C=C\c3ccc4c(c3)OCO4)CC2)Oc2ccccc21 the results were TEAD-YAP block -9, MITF primary 16, GPR151 ag 0.1 and FBW7 activator 0.5.
`CCOc1ccc(C2C3CN(CC)CC=C3C(C#N)=C(N)C2(C#N)C#N)cc1` (stereo unspecified) gave TEAD-YAP block 4, MITF primary 2, GPR151 ag 0.9 and FBW7 activator -0.3.
`O=C(N/N=C\c1cccc(Br)c1)c1cccnc1` gave TEAD-YAP block -2, MITF primary 16, GPR151 ag 1.1 and FBW7 activator 0.6.
Screening COc1ccccc1Cc1nnc(C(=O)NCCc2cccc(C)c2)o1 returned TEAD-YAP block -1, MITF primary -3, GPR151 ag -0.6 and FBW7 activator 0.0.
Screening CCCCn1cnc2oc(-c3ccccc3)c(-c3ccccc3)c2c1=N returned TEAD-YAP block -11, MITF primary -8, GPR151 ag -0.8 and FBW7 activator -0.1.
O=C(N/N=C/c1cc(O)ccc1[N+](=O)[O-])c1cncc(Br)c1 was read as TEAD-YAP block 6, MITF primary -6, GPR151 ag -0.5 and FBW7 activator -0.1.
CCOC(=O)c1c(NC(=O)CSc2nnc(C)c(=O)[nH]2)sc2c1CCN(C)C2 was read as TEAD-YAP block 6, MITF primary 14, GPR151 ag -0.4 and FBW7 activator 0.3.
For Cc1ccc(S(=O)(=O)OCCOCCOS(=O)(=O)c2ccc(C)cc2)cc1 the results were TEAD-YAP block -9, MITF primary 3, GPR151 ag -0.1 and FBW7 activator 0.0.
CCOc1ccc(CCNS(=O)(=O)c2cc(-c3nnc(Nc4ccc(O)cc4)c4ccccc34)ccc2C)cc1OCC was read as TEAD-YAP block -14, MITF primary 0, GPR151 ag 0.0 and FBW7 activator -0.1.
CCCSc1nnc2c(n1)OC(c1ccccn1)Nc1ccccc1-2 (stereo unspecified) was read as TEAD-YAP block -15, MITF primary 12, GPR151 ag 0.3 and FBW7 activator 0.0.

Eight entries from above, arranged by count of non-hydrogen atoms, highest first:
CCOc1ccc(CCNS(=O)(=O)c2cc(-c3nnc(Nc4ccc(O)cc4)c4ccccc34)ccc2C)cc1OCC was read as TEAD-YAP block -14, MITF primary 0, GPR151 ag 0.0 and FBW7 activator -0.1.
For O=C1CC2(CCN(C(=O)/C=C\c3ccc4c(c3)OCO4)CC2)Oc2ccccc21 the results were TEAD-YAP block -9, MITF primary 16, GPR151 ag 0.1 and FBW7 activator 0.5.
CCOC(=O)c1c(NC(=O)CSc2nnc(C)c(=O)[nH]2)sc2c1CCN(C)C2 was read as TEAD-YAP block 6, MITF primary 14, GPR151 ag -0.4 and FBW7 activator 0.3.
For Cc1ccc(S(=O)(=O)OCCOCCOS(=O)(=O)c2ccc(C)cc2)cc1 the results were TEAD-YAP block -9, MITF primary 3, GPR151 ag -0.1 and FBW7 activator 0.0.
Screening CCCCn1cnc2oc(-c3ccccc3)c(-c3ccccc3)c2c1=N returned TEAD-YAP block -11, MITF primary -8, GPR151 ag -0.8 and FBW7 activator -0.1.
CCCSc1nnc2c(n1)OC(c1ccccn1)Nc1ccccc1-2 (stereo unspecified) was read as TEAD-YAP block -15, MITF primary 12, GPR151 ag 0.3 and FBW7 activator 0.0.
O=C(N/N=C/c1cc(O)ccc1[N+](=O)[O-])c1cncc(Br)c1 was read as TEAD-YAP block 6, MITF primary -6, GPR151 ag -0.5 and FBW7 activator -0.1.
`O=C(N/N=C\c1cccc(Br)c1)c1cccnc1` gave TEAD-YAP block -2, MITF primary 16, GPR151 ag 1.1 and FBW7 activator 0.6.

Other results follow.
For CCOC(=O)CC(=O)CSc1nc2ccccc2c(=O)n1Cc1ccccc1 the results were TEAD-YAP block -4, MITF primary -5, GPR151 ag 4.3 and FBW7 activator 0.1.
Screening COc1ccc(S(=O)(=O)N(CC(=O)NCCSc2ccccc2)c2ccc(C)cc2)cc1 returned TEAD-YAP block 7, MITF primary 17, GPR151 ag -0.9 and FBW7 activator 0.0.
For Cc1c(C#N)c2ccccc2n1CC(=O)NCCc1ccccc1 the results were TEAD-YAP block 6, MITF primary 4, GPR151 ag 1.2 and FBW7 activator 0.0.
Screening CC1(C)CC(=O)C=C(N2CCNCC2)C1 returned TEAD-YAP block 5, MITF primary 8, GPR151 ag 0.7 and FBW7 activator 0.1.
Screening CCOC(=O)c1[nH]c(=O)[nH]c1Cn1nc(C)cc1C returned TEAD-YAP block -1, MITF primary 19, GPR151 ag 0.3 and FBW7 activator 1.0.
Screening CCc1ccc(N2C(=O)CC(Sc3nnc(N)s3)C2=O)cc1 (stereo unspecified) returned TEAD-YAP block 0, MITF primary -16, GPR151 ag -0.9 and FBW7 activator -0.2.
CN1CC(=O)N(CC(=O)Nc2ccc3c(c2)OCO3)C1=O was read as TEAD-YAP block 4, MITF primary 0, GPR151 ag -1.6 and FBW7 activator -0.1.
Cc1cc(C(=O)Nc2ccc(S(=O)(=O)N3CC(C)CC(C)C3)cc2)ccc1[N+](=O)[O-] (stereo unspecified) was read as TEAD-YAP block -3, MITF primary 25, GPR151 ag -2.0 and FBW7 activator 0.8.
O=C(O)C(=O)/C=C/c1ccc(Cl)cc1 was read as TEAD-YAP block 10, MITF primary -2, GPR151 ag 0.2 and FBW7 activator 0.0.
Screening CCOC(=O)/C(C#N)=N\Nc1ccccc1OC returned TEAD-YAP block -7, MITF primary -2, GPR151 ag -0.3 and FBW7 activator -0.1.
Screening CCOc1ccc(S(=O)(=O)n2ccnc2)cc1 returned TEAD-YAP block 2, MITF primary 10, GPR151 ag 1.6 and FBW7 activator 0.0.
Cc1c(Br)c([N+](=O)[O-])nn1CC(=O)NC1CCCCC1 was read as TEAD-YAP block -1, MITF primary -11, GPR151 ag -0.6 and FBW7 activator -0.1.
`O=c1cc(-c2ccc(O)c(O)c2)oc2ccccc12` gave TEAD-YAP block -53, MITF primary -12, GPR151 ag -0.2 and FBW7 activator -0.2.
`CC(C)/C(=N\[N+](C)(C)C)c1ccccc1` gave TEAD-YAP block 2, MITF primary -1, GPR151 ag 0.7 and FBW7 activator -0.2.
For Cn1cccc1CN(Cc1cccs1)S(=O)(=O)Cc1cccc(Cl)c1 the results were TEAD-YAP block -8, MITF primary 7, GPR151 ag 0.3 and FBW7 activator -0.2.
Screening C#CCn1c(C(=O)OCC)cc2sccc21 returned TEAD-YAP block -2, MITF primary 0, GPR151 ag -0.5 and FBW7 activator 0.4.
CCOC(=O)C1=C(C)NC(=O)NC1c1cc(OC)c(OC)cc1Br (stereo unspecified) was read as TEAD-YAP block 1, MITF primary -6, GPR151 ag 0.6 and FBW7 activator -0.2.
For c1ccc(-c2nnc(SCc3nc4ccccc4[nH]3)o2)cc1 the results were TEAD-YAP block 9, MITF primary 1, GPR151 ag -0.7 and FBW7 activator 0.3.
Screening COCCn1nnnc1CN1CCC(NC(=O)Cc2ccccc2)CC1 returned TEAD-YAP block -7, MITF primary 9, GPR151 ag -0.1 and FBW7 activator 0.0.
Screening CCc1cccc(C)c1NC(=O)C(C)N(c1ccc(C)cc1)S(C)(=O)=O (stereo unspecified) returned TEAD-YAP block -6, MITF primary 10, GPR151 ag -1.0 and FBW7 activator 0.9.
COc1ccc(-c2noc(CN3CCCCC3CCCO)n2)c(OC)c1OC (stereo unspecified) was read as TEAD-YAP block 2, MITF primary 10, GPR151 ag 0.6 and FBW7 activator 0.0.
O=CN(CN1C(=O)c2ccccc2S1(=O)=O)CN1C(=O)c2ccccc2S1(=O)=O was read as TEAD-YAP block -8, MITF primary 6, GPR151 ag -0.6 and FBW7 activator -0.1.
`COC(=O)c1ccccc1NC(=O)Cn1ncc2c(=O)oc3ccccc3c21` gave TEAD-YAP block 5, MITF primary 7, GPR151 ag 0.3 and FBW7 activator 0.5.
For CCOC(=O)c1c(-c2ccccc2)oc2c1cc(OC(=O)c1ccc(S(=O)(=O)N(CC)CC)cc1)c1ccccc12 the results were TEAD-YAP block -7, MITF primary 3, GPR151 ag -0.8 and FBW7 activator 0.1.
`CCCOc1ccc(/C(O)=C2/C(=O)C(=O)N(CCN3CCOCC3)C2c2ccc(C(C)(C)C)cc2)cc1C` (stereo unspecified) gave TEAD-YAP block -9, MITF primary -12, GPR151 ag 1.4 and FBW7 activator 0.0.
`O=C(CCCN1C(=O)/C(=C\c2cccs2)SC1=S)NC1=NCCS1` gave TEAD-YAP block 8, MITF primary 14, GPR151 ag 3.0 and FBW7 activator 0.0.
COc1ccc(-c2nc3c(n2O)CCCC3=O)cc1 was read as TEAD-YAP block -1, MITF primary 6, GPR151 ag -0.5 and FBW7 activator 0.1.
Screening N#Cc1c2n(c3c(=O)[nH]cnc13)CCCC2 returned TEAD-YAP block 5, MITF primary 34, GPR151 ag -1.8 and FBW7 activator 0.2.
Screening CCNC(=S)N1CCN(Cc2ccc(F)cc2)CC1 returned TEAD-YAP block -2, MITF primary 13, GPR151 ag 6.6* and FBW7 activator 0.4.
CCOC(=O)C1CCCN(C(=O)c2cnn3c(C(F)F)cc(-c4ccc(C)cc4)nc23)C1 (stereo unspecified) was read as TEAD-YAP block -1, MITF primary 18, GPR151 ag -0.5 and FBW7 activator 0.9.
Cc1ccc(N(Cc2ccco2)S(=O)(=O)c2ccc([N+](=O)[O-])cc2)cc1 was read as TEAD-YAP block -1, MITF primary 13, GPR151 ag -1.5 and FBW7 activator -0.2.
CC1=C(C(=O)Nc2ccccn2)C(c2ccc(Br)cc2)n2ncnc2N1 (stereo unspecified) was read as TEAD-YAP block -24, MITF primary 1, GPR151 ag -0.5 and FBW7 activator -0.1.
For CS(=O)(=O)c1cnc2ncnn2c1C1CCN(C(=O)c2ccno2)CC1 the results were TEAD-YAP block -5, MITF primary -14, GPR151 ag -0.5 and FBW7 activator -0.2.
For CCOc1ccc(-c2nc(NC(=O)[C@H](C)NC(N)=O)sc2C)cc1 the results were TEAD-YAP block -19, MITF primary -4, GPR151 ag 0.1 and FBW7 activator 0.0.
`Cc1ccc(-c2nc(COC(=O)c3nnn(-c4cccc(F)c4)c3C)c(C)o2)cc1` gave TEAD-YAP block 3, MITF primary -2, GPR151 ag 0.3 and FBW7 activator -0.1.
COC(=O)c1c(NC(=O)C2CCCO2)sc2c1CCCCCC2 (stereo unspecified) was read as TEAD-YAP block -7, MITF primary 5, GPR151 ag 3.3 and FBW7 activator -0.2.
Screening CCOc1cc(C#N)c(NC(=O)c2ccnn2C)cc1OCC returned TEAD-YAP block -5, MITF primary 3, GPR151 ag 0.6 and FBW7 activator 0.1.
CCCCOc1ccc(C(=O)Nc2ccc3nc(SCC(=O)N4CCOCC4)sc3c2)cc1 was read as TEAD-YAP block 1, MITF primary 9, GPR151 ag 0.7 and FBW7 activator 0.7.
Screening COc1cc(C=O)cc(Cl)c1OS(=O)(=O)c1ccc(C)cc1 returned TEAD-YAP block 3, MITF primary 4, GPR151 ag 4.1 and FBW7 activator 0.4.
For Cc1[nH]c2ccc(C(=O)OCC(=O)NC(=O)Nc3ccc4c(c3)OCCO4)cc2c1C the results were TEAD-YAP block -19, MITF primary 4, GPR151 ag 0.5 and FBW7 activator 0.2.
Screening CC1c2cccn2CCN1S(=O)(=O)c1cc(C(F)(F)F)ccc1Cl (stereo unspecified) returned TEAD-YAP block -8, MITF primary 1, GPR151 ag 0.1 and FBW7 activator 0.2.
For CNC(=O)C1Cc2ccccc2N1S(=O)(=O)c1ccc2ccccc2c1 (stereo unspecified) the results were TEAD-YAP block 0, MITF primary 33, GPR151 ag -1.3 and FBW7 activator 0.2.
CC(Cc1ccsc1)NC(=O)CCN1Cc2ccccc2OC(C)C1 (stereo unspecified) was read as TEAD-YAP block -17, MITF primary 17, GPR151 ag 1.4 and FBW7 activator 0.2.
`c1ccc(CSc2nncn2-c2ccccc2)cc1` gave TEAD-YAP block 7, MITF primary 7, GPR151 ag 0.1 and FBW7 activator 0.0.
For Cc1cc(NC(=O)Nc2ccc(C#N)cc2)c(=O)n(Cc2cccc(F)c2)c1 the results were TEAD-YAP block 4, MITF primary 4, GPR151 ag 0.4 and FBW7 activator 0.0.
Cc1cc(C)c(NC(=O)c2cccc(Cl)c2)c([N+](=O)[O-])c1 was read as TEAD-YAP block -1, MITF primary 0, GPR151 ag -0.9 and FBW7 activator -0.1.
`O=C1CCC(=O)N1c1ccc(Cc2ccc(N3C(=O)CCC3=O)cc2)cc1` gave TEAD-YAP block -3, MITF primary 12, GPR151 ag -0.5 and FBW7 activator -0.1.
COc1ccc(Cn2c(=S)[nH]c3cc(C(=O)Nc4cc(C)cc(C)c4)ccc3c2=O)cc1 was read as TEAD-YAP block -4, MITF primary -10, GPR151 ag -0.1 and FBW7 activator 0.0.
`C/C(=N\NC(=O)c1ccc2ccccc2n1)c1cccc([N+](=O)[O-])c1` gave TEAD-YAP block 10, MITF primary 14, GPR151 ag 1.1 and FBW7 activator 0.0.
Cc1ccc(CNS(=O)(=O)c2cc3c(cc2Cl)NC(=O)CO3)cc1 was read as TEAD-YAP block -1, MITF primary 6, GPR151 ag -0.2 and FBW7 activator 0.0.
COC(=O)c1ccccc1S(=O)(=O)N1CCC(C(=O)c2ccc(F)cc2)CC1 was read as TEAD-YAP block 1, MITF primary -4, GPR151 ag 0.1 and FBW7 activator 0.1.
`O=C(NC1CC1)c1cnc(N2CCc3ccccc3C2)s1` gave TEAD-YAP block -43, MITF primary 8, GPR151 ag -3.1 and FBW7 activator 0.6.
CS(=O)(=O)NCCNc1ccc(Cl)cc1[N+](=O)[O-] was read as TEAD-YAP block 3, MITF primary 3, GPR151 ag 1.0 and FBW7 activator 0.3.
